Compound activity: PubChem, Broad Institute
NSD2 inh = blocks human histone methyltransferase NSD2 | O96028 | NSD2 peptide methylation, AlphaScreen, 120 min | AID 743445 | hit rate 0.54% among 310,000 | inhibition, % at 12.5 µM; in the data active = inhibition above about 50%
dFosB activator = activators of mouse delta FosB homodimer; hit rate 0.99% among 340,000; activation, % at 25 µM; purified delta FosB, TAMRA-CDK5 oligo fluorescence polarization; percent of positive-control signal above neutral wells; P13346;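 active = mean activation above about 17%, with every replicate also reaching it, limit read from the data, passing the limit was not always enough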;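 also: fluorescence polarization rise as delta FosB binds a TAMRA Cdk5 AP-1 oligo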
CAL PDZ FP-1 = blocks peptide binding to the human CAL PDZ domain; hit rate 0.92% among 300,000; inhibition, % at 24.9 µM; Q9HD26; AID 602252; purified CAL PDZ, TMR-peptide fluorescence polarization, 1 h;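 active = mean inhibition of at least 30% with at least half of replicates also reaching 30%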;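 also: 0% = DMSO neutral control and 100% = excess unlabeled competitor peptide PRC23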
SR-BI uptake up = enhances SR-BI lipid uptake from DiI-HDL; CHO ldlA[mSR-BI] cells, DiI-HDL uptake fluorescence, 3 h; 100 = double the neutral-control signal; activation, % at 12.5 µM; hit rate 0.096% among 320,000;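 active = mean replicate activation of at least 60% and every replicate at or above 60%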;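 also: 0% = median plate neutral-control signal and 100% = twice that signal; values of inactives mirror those of a sister screen read the other way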
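System: LDL receptor-deficient CHO ldlA cells overexpressing murine SR-BI | Timing: 3 h uptake period with compound, 37 °C | Medium: HEPES-buffered (25 mM, pH 7.4) F12 plus 0.5% BSA | Dosing: Single-point compound dose | Signal: Bottom-read fluorescence, 550/595 nm | Read-out: Retained DiI signal reflecting DiI-HDL uptake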
PvdQ inh = blocks Pseudomonas aeruginosa PvdQ acylase activity; inhibition, % at 10 µM; hit rate 0.063% among 340,000; purified PvdQ acylase, fluorescence plate reader; in the data active = inhibition above about 30%, passing the limit was not always enough;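 also: 0% = vehicle neutral wells and 100% = reference inhibitor wells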
SR-BI DiI inh = mouse SR-BI HDL lipid transfer inhibition | Q61009 | ldlA[mSR-BI] CHO cells, DiI-HDL uptake fluorescence, 3 h | inhibition, % at 12.5 µM | hit rate 0.96% among 320,000 | AID 488896;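 active = mean replicate inhibition of at least 70% and a set share of replicates each scoring 70 or more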;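 also: 0% = median of neutral control wells and 100% = median of positive control wells; values of inactives mirror those of a sister screen read the other way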
Target sequence (Q61009 whole entry, looked up): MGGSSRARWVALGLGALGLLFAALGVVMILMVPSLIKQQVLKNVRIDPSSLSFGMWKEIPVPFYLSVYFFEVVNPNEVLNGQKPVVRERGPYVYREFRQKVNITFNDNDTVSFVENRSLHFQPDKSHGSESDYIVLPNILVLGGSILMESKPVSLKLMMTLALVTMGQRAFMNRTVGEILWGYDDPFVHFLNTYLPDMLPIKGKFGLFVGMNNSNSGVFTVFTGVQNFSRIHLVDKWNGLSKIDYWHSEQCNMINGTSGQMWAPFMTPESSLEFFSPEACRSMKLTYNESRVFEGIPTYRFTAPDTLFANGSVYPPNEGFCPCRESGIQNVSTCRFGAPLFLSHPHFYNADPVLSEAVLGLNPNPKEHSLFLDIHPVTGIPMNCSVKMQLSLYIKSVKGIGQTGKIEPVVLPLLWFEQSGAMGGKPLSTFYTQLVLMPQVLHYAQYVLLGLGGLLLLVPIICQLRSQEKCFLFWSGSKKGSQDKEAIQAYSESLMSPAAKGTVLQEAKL
CAL PDZ FP-2 = blocks peptide binding to human CAL PDZ domain; AID 504414; Q9HD26; inhibition, % at 20 µM; purified CAL PDZ, TMR-peptide fluorescence polarization, 1 h; hit rate 0.02% among 330,000;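 active = highest replicate inhibition of at least 40%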;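 also: plate controls were DMSO neutral control wells for no effect and unlabeled competitor peptide control wells for full effect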
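Read-out basis: mP drop reported as inhibition | Assay system: Tagged CAL PDZ protein CerCALP, purified | Benchmarks: Unlabelled peptide for full inhibition, DMSO wells as neutral | Schedule: 1 h incubation at room temperature before polarization reading | Buffer or medium: Sodium phosphate/NaCl buffer pH 7.4 with TCEP, IgG, Thesit | Doses: Single point, 20 µM | Measured by: Fluorescence polarization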
Rtt109 Vps75 = C. albicans Rtt109 histone acetyltransferase inhibition; purified Rtt109/Vps75, ThioGlo CoA-SH fluorescence, 4 h; inhibition, % at 34.9 µM; hit rate 0.16% among 330,000; AID 540336;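 active = inhibition of at least 50% in every replicate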
Target sequence (Q5AAJ8 whole entry, looked up): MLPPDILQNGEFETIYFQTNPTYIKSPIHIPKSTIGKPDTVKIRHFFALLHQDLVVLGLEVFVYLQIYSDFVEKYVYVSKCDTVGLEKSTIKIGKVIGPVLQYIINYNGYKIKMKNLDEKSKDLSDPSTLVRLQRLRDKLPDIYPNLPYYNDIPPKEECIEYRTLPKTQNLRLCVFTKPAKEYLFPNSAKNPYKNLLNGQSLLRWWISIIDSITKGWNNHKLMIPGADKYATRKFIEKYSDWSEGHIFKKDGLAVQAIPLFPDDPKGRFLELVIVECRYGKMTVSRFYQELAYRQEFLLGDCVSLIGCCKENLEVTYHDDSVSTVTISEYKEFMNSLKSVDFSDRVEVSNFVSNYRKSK
PfHsp90 set2 = inhibits growth of yeast expressing Plasmodium falciparum Hsp90. hit rate 0.32% among 310,000. inhibition, % at 9.4 µM. S. cerevisiae expressing PfHsp90, BacTiter-Glo ATP, 48 h; yeast lacking PDR1 and PDR3 efflux regulators. AID 504621;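 active = every replicate shows inhibition above about 80%, whatever the replicate mean, limit read from the data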;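 also: 0% = DMSO neutral controls and 100% = 20 µM radicicol positive controls; yeast relying on Plasmodium falciparum Hsp90 in place of its own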
MITF TRPM1 HTS = activators of MITF-driven TRPM1 promoter activity in SK-MEL-5 cells; AID 588334; hit rate 0.75% among 300,000; activation, % at 12.5 µM; SK-MEL-5 TRPM1-promoter luciferase, 24 h; % of positive control, neutral wells = 0;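 active = mean activation of at least 80% with every replicate also reaching 80%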;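 also: 0% = neutral control wells and 100% = parthenolide positive control wells; values of inactives mirror those of a sister screen read the other way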
* marks the source's active call; other numbers are inactive results; x = not tested or not shown.

Labels used below – A = NSD2 inh; B = dFosB activator; C = CAL PDZ FP-1; D = SR-BI uptake up; E = PvdQ inh; F = SR-BI DiI inh; G = CAL PDZ FP-2; H = Rtt109 Vps75; I = PfHsp90 set2; J = MITF TRPM1 HTS
COc1cc(C2NC(=O)NC(c3ccccc3)=C2C(C)=O)c(Br)c(Br)c1O (stereo unspecified)
  A: 8.2; B: 8.5; C: -4.8; D: -2.9; E: 4.8; F: 2.9; G: -1.1; H: -12.8; I: -20.5; J: 0.5

Cc1ccc(S(=O)(=O)c2nc(-c3ccccc3)oc2SCC(=O)NCC2CCCO2)cc1 (stereo unspecified)
  A: 0.3; B: -8.9; C: 0.3; D: 2.2; E: -5.6; F: -2.2; G: -1.9; H: -7.7; I: -6.4; J: -16.3

Cc1ccc(S(=O)(=O)N2CCN(S(=O)(=O)c3ccc(C)cc3)C3OCCOC32)cc1 (stereo unspecified)
  A: 0.2; B: -2.7; C: x; D: 11.2; E: 0.2; F: -11.2; G: -1.9; H: 35.5; I: 1.0; J: -2.3

CN(C)c1cccc(C(=O)OCC(=O)Nc2ccccc2Sc2ccccc2)c1
  A: 3.2; B: -3.7; C: -1.7; D: 19.5; E: -2.3; F: -19.5; G: -2.8; H: -6.7; I: -7.9; J: 4.3

Cc1cc(N)nc(C)c1C#N
  A: 0.7; B: -5.9; C: -3.1; D: 16.4; E: -2.6; F: -16.4; G: -2.5; H: x; I: -4.8; J: -2.6

CCOc1ccc(C(=S)N2CCCC2)cc1OC
  A: 0.0; B: -11.3; C: -5.5; D: 5.6; E: 2.3; F: -5.6; G: 0.6; H: -2.2; I: 33.5; J: -0.7

COc1cc2c(cc1OC)C(C)N(CC(=O)Nc1ccc(S(=O)(=O)N3CCCC3)cc1)CC2 (stereo unspecified)
  A: 3.5; B: -9.4; C: -4.7; D: -35.9; E: -15.1; F: 35.9; G: -2.5; H: -2.5; I: -41.4; J: -20.5

Cc1noc(C)c1COc1ccc(C(=O)Nc2ccccc2)cc1
  A: 2.6; B: 10.5; C: -1.6; D: -68.4; E: -6.2; F: 68.4; G: -0.6; H: -9.9; I: 16.4; J: 28.1

Cc1ccc(-c2cccc(OC(=O)c3ccccc3F)c2)cc1
  A: -3.1; B: -1.7; C: -17.5; D: 41.7; E: -11.5; F: -41.7; G: x; H: -2.0; I: x; J: x

O=C(Cc1ccc([N+](=O)[O-])cc1)N1CCCCCC1
  A: -2.6; B: -5.9; C: -2.3; D: -1.0; E: -7.4; F: 1.0; G: -0.3; H: -19.3; I: 10.1; J: 15.7

O=C(Nc1ccnn1C1CCN(Cc2cccc(OCCO)c2)CC1)C1CCCC1
  A: -1.4; B: -11.3; C: 3.4; D: -19.7; E: -12.9; F: 19.7; G: -2.0; H: 1.8; I: -3.3; J: 2.9

CC(C(=O)N1CCN(C=O)CC1)N1C(=O)c2ccccc2C1=O (stereo unspecified)
  A: 2.2; B: 2.8; C: -5.1; D: 44.2; E: -10.0; F: -44.2; G: 0.9; H: 0.2; I: -13.6; J: x

Cc1ccc(S(=O)(=O)N2CCCCC2)cc1NC(=O)CNc1ccccc1N1CCCC1=O
  A: -1.9; B: -6.5; C: -5.4; D: -17.8; E: -11.4; F: 17.8; G: -0.1; H: -2.0; I: -1.4; J: 9.6

Cc1ccc(S(=O)(=O)N/N=C\c2ccc(C)o2)cc1
  A: 3.0; B: 2.5; C: -3.2; D: 20.9; E: -0.9; F: -20.9; G: -0.4; H: 2.1; I: x; J: -7.6

CC(=O)NC(c1ccco1)c1ccc2cccnc2c1O (stereo unspecified)
  A: 0.9; B: 1.8; C: -5.3; D: 10.7; E: 0.3; F: -10.7; G: -0.4; H: 0.4; I: 4.0; J: -50.5

Cc1ccc(CN2CC(C(=O)Nc3ccc(C)cn3)CC2=O)cc1 (stereo unspecified)
  A: 0.0; B: -0.1; C: x; D: 1.9; E: 3.1; F: -1.9; G: -0.9; H: 16.6; I: -11.7; J: -0.7

Cc1c(C(=O)NCCN2CCOC2=O)oc2c(F)cccc12
  A: -4.3; B: 0.2; C: -2.5; D: -3.5; E: 3.0; F: 3.5; G: -2.3; H: -6.9; I: 7.1; J: 0.9

O=C(COc1ccc(Br)cc1)N1CCN(c2ccccc2)CC1
  A: -4.2; B: -3.3; C: 8.1; D: 21.1; E: -15.1; F: -21.1; G: -1.0; H: 0.6; I: 12.9; J: 13.5

C/C(=N\NC(N)=O)c1ccccc1
  A: -2.0; B: -8.2; C: -2.1; D: 11.1; E: -12.2; F: -11.1; G: -2.7; H: -2.3; I: -28.6; J: 7.7

c1ccc2c(NC3C4CC5CC(C4)CC3C5)nc(N3CCOCC3)nc2c1 (stereo unspecified)
  A: -5.1; B: -6.7; C: -3.8; D: -34.3; E: -15.7; F: 34.3; G: -1.7; H: 3.1; I: -36.4; J: 23.6

CSc1ccccc1C(=O)C1CCCN(Cc2c(C)n(C)n(-c3ccccc3)c2=O)C1 (stereo unspecified)
  A: -2.8; B: -4.4; C: 6.7; D: 6.9; E: -17.3; F: -6.9; G: 0.5; H: 12.3; I: -6.4; J: -0.5

Cc1cccc(C(=O)Oc2csc(=S)n2C(=O)c2cccc(C)c2)c1
  A: x; B: 1.1; C: -1.0; D: 2.8; E: 1.7; F: -2.8; G: 0.4; H: 3.6; I: 15.1; J: -8.0

COc1ccc(CCNC(=O)C2CCN(c3nn4c(=O)cc(C)nc4s3)CC2)cc1OC
  A: -1.6; B: -0.4; C: 2.4; D: -32.3; E: 5.3; F: 32.3; G: -0.8; H: 7.7; I: 1.7; J: -14.4

O=C(O)CCCCCNCc1ccncc1
  A: -2.6; B: 2.6; C: x; D: 16.3; E: -14.1; F: -16.3; G: 0.2; H: -2.1; I: -11.2; J: 8.2

O=C(O)c1c(NC(=O)N(CCO)Cc2ccccc2)sc2c1CCCC2
  A: -1.9; B: -0.4; C: -0.2; D: 3.4; E: -11.4; F: -3.4; G: x; H: 3.4; I: -15.0; J: 0.8

Cc1cc(=O)[nH]c(COc2ccccc2)n1
  A: 54.7*; B: -0.2; C: -2.1; D: 20.2; E: 5.4; F: -20.2; G: 0.6; H: -10.0; I: 1.0; J: -4.9

Profiles, looked up by structure. Order of values: NSD2 inh | dFosB activator | CAL PDZ FP-1 | SR-BI uptake up | PvdQ inh | SR-BI DiI inh | CAL PDZ FP-2 | Rtt109 Vps75 | PfHsp90 set2 | MITF TRPM1 HTS
COc1cc2c(cc1OC)C(C)N(CC(=O)Nc1ccc(S(=O)(=O)N3CCCC3)cc1)CC2 (stereo unspecified) is listed as 3.5 | -9.4 | -4.7 | -35.9 | -15.1 | 35.9 | -2.5 | -2.5 | -41.4 | -20.5
Cc1cc(=O)[nH]c(COc2ccccc2)n1 is listed as 54.7* | -0.2 | -2.1 | 20.2 | 5.4 | -20.2 | 0.6 | -10.0 | 1.0 | -4.9
C/C(=N\NC(N)=O)c1ccccc1 is listed as -2.0 | -8.2 | -2.1 | 11.1 | -12.2 | -11.1 | -2.7 | -2.3 | -28.6 | 7.7
O=C(COc1ccc(Br)cc1)N1CCN(c2ccccc2)CC1 is listed as -4.2 | -3.3 | 8.1 | 21.1 | -15.1 | -21.1 | -1.0 | 0.6 | 12.9 | 13.5

Compounds from the list above with two or more sulfur atoms, in the order listed:
Labels used below – A = NSD2 inh; B = dFosB activator; C = CAL PDZ FP-1; D = SR-BI uptake up; E = PvdQ inh; F = SR-BI DiI inh; G = CAL PDZ FP-2; H = Rtt109 Vps75; I = PfHsp90 set2; J = MITF TRPM1 HTS
Cc1ccc(S(=O)(=O)c2nc(-c3ccccc3)oc2SCC(=O)NCC2CCCO2)cc1 (stereo unspecified)
  A: 0.3; B: -8.9; C: 0.3; D: 2.2; E: -5.6; F: -2.2; G: -1.9; H: -7.7; I: -6.4; J: -16.3

Cc1ccc(S(=O)(=O)N2CCN(S(=O)(=O)c3ccc(C)cc3)C3OCCOC32)cc1 (stereo unspecified)
  A: 0.2; B: -2.7; C: x; D: 11.2; E: 0.2; F: -11.2; G: -1.9; H: 35.5; I: 1.0; J: -2.3

Cc1cccc(C(=O)Oc2csc(=S)n2C(=O)c2cccc(C)c2)c1
  A: x; B: 1.1; C: -1.0; D: 2.8; E: 1.7; F: -2.8; G: 0.4; H: 3.6; I: 15.1; J: -8.0
